Compound activity (PubChem BioAssay)
LYP inhibition = inhibitors of LYP phosphatase, biochemical, fluorescence intensity, uHTS (AID 1779) | recombinant LYP phosphatase, fluorescence intensity; higher % means a stronger effect | one-dose inhibition, % at 11.5 µM; IC50 in µM for titrated hits | 290,000 tested, 0.054% active;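 note: plate controls were vehicle with enzyme for no effect and no enzyme for full effect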
PMI inhibitors = MPI enzyme activity inhibition – biochemical, fluorescence intensity, coupled assay, primary screen (AID 1209) | purified PMI enzyme, coupled fluorescence intensity; higher % means a stronger effect | 190,000 tested, 0.42% active | one-dose inhibition, % at 20 µM; IC50 in µM for titrated hits;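 note: plate controls were DMSO vehicle for no effect and wells lacking substrate for full effect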
human PMI inhibitors = human PMI inhibitors, high substrate, primary screen, biochemical, fluorescence intensity, high mannose 6-phosphate (AID 1220). recombinant PMI enzyme, coupled fluorescence intensity; higher % means a stronger effect. inhibition, % at 20 µM; hits with a dose series show IC50 in µM. 190,000 tested, 0.66% active
M1AAP inhibition = malaria alanyl aminopeptidase activity blockers – biochemical, fluorogenic H-Leu-NHMec substrate, 1536-well (AID 1445) | recombinant M1AAP, H-Leu-NHMec fluorogenic kinetic assay; higher % means a stronger effect | 220,000 tested, 0.42% active | one-dose inhibition, % at 30 µM; IC50 in µM for titrated hits;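 active = primary inhibition above the hit cutoff, then over 50% inhibition at one or more dose response concentrations, cut at about 23% in these data, passing the limit was not always enough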;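 note: plate controls were DMSO full reaction for no effect and no enzyme background for full effect; strong numbers were not always called active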
M17LAP inhibition = P. falciparum M17LAP inhibitors, primary screen, biochemical, fluorogenic H-Leu-NHMec substrate, 1536-well (AID 1619) | recombinant M17LAP, H-Leu-NHMec fluorogenic kinetic assay; higher % means a stronger effect | inhibition, % at 30 µM; hits with a dose series show IC50 in µM | 220,000 tested, 0.38% active;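 active = compound inhibiting the enzyme by more than half at any dose during confirmatory dose-response retesting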;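 note: plate controls were full reaction with DMSO carrier for no effect and no enzyme background for full effect; strong numbers were not always called active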
TNAP activators = stimulation of alkaline phosphatase TNAP activity – biochemical, luminescent, no phosphate acceptor, uHTS, primary screen (AID 1001); purified TNAP, luminescent activation assay, no phosphate acceptor; higher activation fold means a stronger effect; 200,000 tested, 0.03% active; activation fold at 20 µM, or EC50 in µM where a hit was titrated; in the data active = activation fold from about 3, or a potency from the dose series; inactive = the rest, 99 in 100 with activation fold below about 1.6; note: many of its hits are not listed in these tables
XIAP antagonists = XIAP antagonists, biochemical, IAP family, fluorescence polarization (AID 1018); XIAP BIR domain, fluorescence polarization peptide displacement; higher % means a stronger effect; displacement, % at 20 µM; hits with a dose series show IC50 in µM; 200,000 tested, 0.007% active; in the data active = displacement above about 50%; note: a part of the inactive calls stands beside numbers as strong as those of hits
Yfh1-off respiration = enhancers of respiration in Yfh1-depleted yeast, dose response, Friedreich's ataxia, plus single-dose screen (AID 1465); S. cerevisiae Yfh1-off respiration, WST-1 reduction, 72 h; higher fold induction means a stronger effect; fold induction at 50 µM; hits with a dose series show EC50 in µM; 220,000 tested, 0.074% active;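 active = fold induction of absorbance versus untreated yeast above a set limit, then at least 30% activation at any dose in follow-up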;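 note: activators that raise dye reduction in frataxin-depleted yeast; strong numbers were not always called active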
WT yeast gro inh = growth inhibition of WT yeast, mitochondrial fusion screen; mitochondrial fusion phenotypic screen, WT strain; AID 1362; 190,000 tested, 2.1% active; inhibition, % at 10 µM; in the data active = inhibition above about 58%; tested in S. cerevisiae
WT yeast gro inh mutant strain = further read-out of WT yeast gro inh, marked with its call; inhibition, %; mitochondrial fusion phenotypic screen, mutant strain inhibition
Starred values were filed as active, the others as inactive; i = inactive; · = not tested or not shown. Cut-off read from the data, not from the text of the source, unless noted: active = inhibition above about 50%; inactive = the rest.

Structure,PMI inhibitors,M17LAP inhibition,human PMI inhibitors,WT yeast gro inh mutant strain,XIAP antagonists,Yfh1-off respiration,LYP inhibition,WT yeast gro inh,TNAP activators,M1AAP inhibition
COc1ccccc1NC(=O)CN1CCC(C(=O)c2ccc(F)cc2)CC1,1%,9%,1%,22,-2.9%,i,-3%,-4,0.9,-4%
Cc1ccc(/C=N/NC(=O)c2nc3nc(C)cc(C)n3n2)cc1,-2%,14%,-7%,7,8.8%,i,-4%,-1,1,6%
COc1ccc(-c2noc(-c3ccccc3C(=O)NCC3CCCO3)n2)cc1 (stereo not given),·,0%,·,·,·,i,-2%,·,·,9%
O=c1c2ccccc2nnn1Cc1ccccn1,-5%,-2%,-5%,10,-5.2%,i,-3%,9,1.1,10%
CC(NC(=O)/C(=C\c1ccco1)NC(=O)c1ccccc1Br)C(=O)O (stereo not given),-33%,4%,11%,5,-5.3%,i,-4%,14,1,8%
CC(Oc1ccc(Cl)cc1Cl)C(=O)Nc1cccnc1 (stereo not given),-1%,-7%,-8%,12,-0.2%,i,-6%,40,1.1,-2%
Cc1cccc2cc(CN(CC3CCCO3)C(=S)Nc3ccccc3)c(=O)[nH]c12 (stereo not given),10%,3%,7%,-1,-4.1%,i,6%,10,1.1,2%
C/C(=N/O)c1ccc(Oc2cnccn2)cc1,-12%,4%,-1%,7,-9.0%,i,-8%,-12,1,8%
Cc1ccc(-c2nc(SCC(N)=O)c(C#N)c3c2CCCC3)cc1,4%,5%,-7%,-15,-1.9%,i,-12%,-6,1.1,1%
CC1CC(C)CN(C(=O)CSc2nc(Cc3cccs3)nc3ccccc23)C1 (stereo not given),0%,2%,-2%,-14,-7.6%,i,-2%,6,0.9,6%
COc1ccc(-c2nc3c(c(SCC(=O)N4CCOCC4)n2)COC(C)(C)C3)cc1,1%,-3%,0%,-5,-4.1%,i,-10%,-3,1.1,12%
CC(C)(C)C(C(=O)O)N1CCS(=O)(=O)CC1 (stereo not given),-23%,7%,-10%,-7,-7.2%,i,-3%,-3,1,0%
Cc1ccccc1OCC(O)Cn1c(NCc2ccco2)nc2c1c(=O)n(C)c(=O)n2C (stereo not given),-1%,3%,2%,14,-2.8%,i,-6%,-1,1.1,8%
O=C(CCc1nc2ccccc2[nH]1)N1CCc2ccccc2C1,-9%,1%,10%,-10,-6.0%,·,-10%,-5,1.1,4%
CCN(CC)CCCC(C)NC1=NCCCCC1 (stereo not given),-1%,10%,6%,-4,-1.8%,·,-5%,14,1.1,-5%
CC(=O)c1ccc(NC(=O)N[C@@H](CC(C)C)C(=O)O)cc1,8%,19%,6%,16,-1.7%,i,-3%,-10,1.1,6%
N#CC1=C(O)C(c2ccccc2)n2c1nc(=O)c1ccccc12 (stereo not given),-2%,-225%,0%,-13,-5.7%,i,-12%,-5,1.1,5%
CC(=O)Oc1ccccc1/C=C1\CCOC1=O,-5%,3%,-1%,16,-1.5%,i,-8%,-2,1.1,4%
CCOC(=O)C(C(=O)OCC)N(C#N)c1nc(SC)nc(N(C)C)n1,11%,1%,8%,-28,-6.0%,i,-4%,-12,1.1,7%
CS(=O)(=O)Nc1ccc(C(=O)Nc2ccccc2C(=O)N2CCCC2)cc1,11%,10%,8%,5,-2.4%,i,-1%,0,1.2,0%
C/C(N)=C(/C#N)C(=O)CSc1nc2ccc(C)cc2[nH]1,-9%,2%,-11%,0,-8.2%,i,-8%,-8,1.1,6%
Cc1ccc(C(=O)NC2CCCCCC2)o1,5%,-2%,4%,6,-5.3%,i,-4%,0,1.1,2%
COc1cc(C)c(-c2[nH]ncc2-c2csc(C)n2)c(O)c1,16%,-3%,21%,12,-1.9%,i,-3%,5,1.2,-3%
Cn1c(=O)c2cc(S(=O)(=O)NC(C(=O)Nc3cccc(F)c3)c3ccccc3)ccc2n(C)c1=O (stereo not given),6%,9%,2%,-4,-2.9%,·,1%,1,1.1,5%
O=C(CSc1nc2ccc([N+](=O)[O-])cc2[nH]1)c1ccc2ccccc2c1,0%,16%,-7%,34,-6.1%,i,2%,3,1,8%
Cc1ncc(CN2CCN(C3CCCC3)C(CCO)C2)s1 (stereo not given),12%,4%,12%,1,-7.1%,i,-10%,-8,1,2%
Cc1cccc(-c2noc(-c3c(C)noc3C)n2)c1,·,-2%,·,·,·,i,-6%,·,·,0%
C=CCN1C(=O)N/C(=C/c2ccc(N3CCOCC3)o2)C1=O,-17%,6%,-8%,-4,-4.2%,i,-2%,-4,1,0%
O=c1nc(N/N=C/c2ccccn2)cn[nH]1,-6%,26%,-17%,5,-4.0%,i,4%,18,1.9,-4%
COC(C[C@H]1O[C@H]1C(=O)COCc1ccccc1)OC,·,2%,·,·,·,i,-9%,·,·,4%
O=C(CCS(=O)(=O)c1ccccc1)Nc1cccc2c1C(=O)NC2=O,-11%,4%,-11%,7,-8.6%,i,43%,6,1,8%
CCOC(=O)c1[nH]c(C)c(C(=O)O)c1C,-15%,-4%,-12%,11,-7.3%,i,-5%,10,0.9,1%
CCC(NC(=O)Nc1ccc(O)cc1)(C(F)(F)F)C(F)(F)F,7%,0%,33%,11,-2.4%,i,5%,-2,1,6%
CCCOC(=O)C1=C(C)NC2=C(C(=O)CCC2)C1c1cccs1 (stereo not given),5%,0%,8%,-12,-0.5%,i,-8%,-2,1.2,5%
O=S(=O)(Nc1ccccc1)c1ccc(Oc2ncc(C(F)(F)F)cc2Cl)cc1,22%,7%,27%,18,2.4%,i,2%,17,1.1,4%
COc1nc2ccccc2nc1CCC(=O)O,·,0%,·,-4,5.3%,i,-6%,-12,1.1,7%
O=C(CCn1c(=S)oc2ccccc21)NC1CCCCCC1,·,4%,·,·,·,i,0%,·,·,5%
Cc1ccc(N(CC(=O)Nc2ccccc2-c2ccccc2)S(=O)(=O)c2ccccc2)cc1,1%,0%,6%,1,-0.1%,i,4%,21,0.9,5%
O=C(Nc1cnn(Cc2ccc(F)cc2)c1)c1cc2nc(-c3ccco3)cc(C(F)(F)F)n2n1,0%,-6%,-1%,-3,-7.6%,i,-8%,-4,1.1,-2%
O=c1c2ccccc2nnn1Cc1cccc2ccccc12,7%,0%,1%,46,-2.3%,i,-3%,30,1.1,4%
CN1CCN(C(=O)c2ccc3c(c2)S(=O)(=O)c2ccccc2C3=O)CC1,-5%,-2%,-5%,13,-3.4%,i,-1%,-7,1.2,0%
COC(=O)c1cccc(NC(=O)/C=C/c2ccc3c(c2)OCO3)c1,5%,-11%,4%,-6,-3.5%,i,-5%,2,1,12%
C=CCOc1ccc(C2OC34CCCCC3C(C#N)(C#N)C2(C#N)C(=N)O4)cc1 (stereo not given),17%,-57%,24%,1,-0.9%,i,-5%,-14,1,18%
CCN(CC)c1ccc2c(c1)oc(=O)c1c(Cl)cc(=O)oc12,-7%,-2%,-18%,14,-3.1%,i,-2%,7,1.2,18%
O=C(/C=C/c1ccc(Cl)cc1)NCCSc1ccccc1,9%,-4%,0%,1,-20%,·,-3%,4,1.1,-4%
O=C(c1ccccc1Cl)N(Cc1ccc(Br)cc1)N1C(=O)CCCC1=O,12%,8%,12%,-13,-5.0%,i,-1%,3,1.1,-15%
CCN1CCN(C(=O)C23CCC(C)(C(=O)C2Br)C3(C)C)CC1 (stereo not given),·,16%,·,·,·,i,0%,·,·,14%
COc1ccc(/C=C/C(=O)OCC(=O)Nc2cccc(C(C)=O)c2)cc1,20%,0%,4%,-5,-3.6%,i,0%,-5,1.2,7%
CCN(CC)Cc1c(O)c(Cl)cc2c(C)c(C)c(=O)oc12,6%,i,4%,9,-2.0%,i,-58%,3,1.2,24%*
CCCn1c(C)cc(C(=O)COC(=O)c2ccc(Cl)c(S(=O)(=O)N3CCCC3)c2)c1C,8%,3%,14%,20,-3.9%,i,-3%,29,1,1%

The list goes on.
Structure,PMI inhibitors,M17LAP inhibition,human PMI inhibitors,WT yeast gro inh mutant strain,XIAP antagonists,Yfh1-off respiration,LYP inhibition,WT yeast gro inh,TNAP activators,M1AAP inhibition
COC(=O)c1cc(Br)c(=O)n(-c2ccc(F)cc2)c1,-1%,-1%,-4%,-1,-7.3%,i,-1%,-8,1.1,-4%
Cc1ccnc(NC(=O)c2ccc(N3C(=O)CCC3=O)cc2)c1,-14%,-4%,-12%,13,-6.2%,i,-5%,-2,1,6%
Cc1cnn(CCC(=O)NNC(=S)Nc2cccc(Cl)c2)c1,6%,11%,3%,-8,-5.4%,i,-7%,6,1.3,-14%
O=C(c1cc2ccccc2o1)N1CCN(S(=O)(=O)c2cccs2)CC1,2%,3%,-2%,1,-7.1%,i,2%,32,1.1,0%
O=C(Nc1cccc2cccc(NC(=O)c3ccco3)c12)c1ccco1,12%,4%,2%,-3,3.5%,i,-1%,16,1,20%
COc1ccc(N2CC(C(=O)Nc3nc4ccccc4s3)CC2=O)cc1 (stereo not given),·,11%,·,·,·,i,0%,·,·,-4%
CN1C(=O)NC(c2ccc(O)cc2)C2=C1CN(c1cccc3ccccc13)C2=O (stereo not given),-22%,-2%,1%,-15,-11%,i,-6%,-63,1,8%
O=C(CCCN1C(=O)/C(=C/c2cccc(Br)c2)SC1=S)Nc1cccnc1,3%,2%,4%,3,-7.6%,i,5%,15,1,1%
COc1ccc(S(=O)(=O)N/N=c2\oc3c(OC)cccc3cc2S(=O)(=O)c2ccc(C)cc2)cc1OC,11%,-7%,9%,-9,-5.2%,i,8%,-11,0.9,10%
Cc1ccc(S(=O)(=O)CCC(=O)OCc2ccc(Cl)cc2)cc1,11%,9%,3%,19,-3.4%,i,-2%,30,1.2,-2%
CC(C)=C(NC(=O)c1ccccc1)C(=O)Nc1cccc(C(=O)O)c1,-2%,13%,4%,16,-16%,i,1%,-13,1.1,9%

Compound profiles (already shown):
Results for `O=C(CCCN1C(=O)/C(=C/c2cccc(Br)c2)SC1=S)Nc1cccnc1` = PMI inhibitors = 3%; M17LAP inhibition = 2%; human PMI inhibitors = 4%; WT yeast gro inh mutant strain = 3; XIAP antagonists = -7.6%; Yfh1-off respiration = i; LYP inhibition = 5%; WT yeast gro inh = 15; TNAP activators = 1; M1AAP inhibition = 1%
Results for `CC(C)=C(NC(=O)c1ccccc1)C(=O)Nc1cccc(C(=O)O)c1` = PMI inhibitors = -2%; M17LAP inhibition = 13%; human PMI inhibitors = 4%; WT yeast gro inh mutant strain = 16; XIAP antagonists = -16%; Yfh1-off respiration = i; LYP inhibition = 1%; WT yeast gro inh = -13; TNAP activators = 1.1; M1AAP inhibition = 9%
